Compound activity (PubChem)
HEK293 tox = HEK 293 cell cytotoxicity. Potency, µM (series often up to 115 µM), without a hit: top-dose activity change, negative = cytotoxicity, actives largely listed as inhibitors. hit rate 6.6% among 94,000. HEK 293 viability, ATP luminescence (CellTiter-Glo), 48-72 h; also: potency is read from the fitted curve at half-maximal effect; nearly all actives have a fitted effect of over 60% in size
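250 HEK 293 cells/well; compound by pintool; incubated 48 or 72 hr at 37 degree Celsius; CellTiter-Glo added, 10 min RT, luminescence imaged.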
FLuc inh = blocks purified firefly luciferase enzyme activity | purified P. pyralis luciferase, luminescence, biochemical | Potency, µM (series often up to 115 µM), for the others: top-dose activity change, negative = inhibition, usual class: inhibitors | hit rate 2.5% among 76,000 | AID 1347043; also: potency is read from the fitted curve at half-maximal effect; nearly all actives have a fitted effect of over 65% in size
Target sequence (P08659 whole entry, looked up): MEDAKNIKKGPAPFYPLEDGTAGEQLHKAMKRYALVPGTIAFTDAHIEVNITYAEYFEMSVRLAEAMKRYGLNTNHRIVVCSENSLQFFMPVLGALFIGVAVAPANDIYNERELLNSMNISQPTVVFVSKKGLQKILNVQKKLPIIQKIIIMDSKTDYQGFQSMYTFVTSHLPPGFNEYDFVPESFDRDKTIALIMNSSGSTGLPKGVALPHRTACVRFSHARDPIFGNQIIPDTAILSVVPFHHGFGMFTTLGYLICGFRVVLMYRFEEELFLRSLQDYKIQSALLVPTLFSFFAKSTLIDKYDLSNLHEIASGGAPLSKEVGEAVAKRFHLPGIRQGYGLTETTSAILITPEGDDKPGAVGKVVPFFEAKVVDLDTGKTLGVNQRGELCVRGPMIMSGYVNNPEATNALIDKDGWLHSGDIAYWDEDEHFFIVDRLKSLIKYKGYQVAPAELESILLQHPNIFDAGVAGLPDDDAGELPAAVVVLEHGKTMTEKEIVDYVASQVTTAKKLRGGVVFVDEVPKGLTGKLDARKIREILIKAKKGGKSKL
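Purified 10nM P. pyralis luciferase with 10uM D-luciferin and 10uM ATP in 50mM Tris acetate pH 7.5, 10mM Mg acetate, 0.01% Tween-20, 0.05% BSA. qHTS titration; luminescence read by CCD imager.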
GPT2 inhibitor = blocks human glutamate pyruvate transaminase 2; Q8TD30; Recombinant GPT2, coupled pyruvate oxidase/HRP Amplex Red fluorescence; Potency, µM (titrated, usually from 57.7 µM), for the others: at the top dose activity change, negative = inhibition, usual class: inhibitors; hit rate 0.25% among 100,000; AID 1671188; also: potency is read from the fitted curve at half-maximal effect; nearly all actives have a fitted effect of over 60% in size; many of its hits are not listed in these tables
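Fluorescence of coupled pyruvate oxidase/HRP/Amplex Red system (50uM Amplex, 30 min, dark) reports pyruvate formed by GPT2. Enzyme reaction: 10ng/uL GPT2, 2mM L-alanine, 250uM a-KG, 30 min room temperature, pH 7.5; 50uM AOA control.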
SNCA expr inh = inhibitors of alpha-synuclein (SNCA) gene expression; HEK-293 SNCA-luciferase knock-in, luminescence, 24 h; Potency, µM (highest dose often 57.2 µM), without a hit: top-dose activity change, negative = inhibition, usual class: inhibitors; hit rate 0.17% among 140,000; AID 1671194;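 also: potency is read from the fitted curve at half-maximal effect; plate controls were DMSO cells for no effect and cell-free wells for full effect; nearly all actives have a fitted effect of over 45% in size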
IP6K1 inh = inhibitors of human IP6K1. Q92551. IP6K1 kinase, ADP-Glo luminescence, 2 h; stronger effect = lower value. activity change, % (series mostly up to about 58 µM). hit rate 0.81% among 140,000. AID 1645851; in the data active = activity change below about -25%
Target sequence (Q92551 whole entry, looked up): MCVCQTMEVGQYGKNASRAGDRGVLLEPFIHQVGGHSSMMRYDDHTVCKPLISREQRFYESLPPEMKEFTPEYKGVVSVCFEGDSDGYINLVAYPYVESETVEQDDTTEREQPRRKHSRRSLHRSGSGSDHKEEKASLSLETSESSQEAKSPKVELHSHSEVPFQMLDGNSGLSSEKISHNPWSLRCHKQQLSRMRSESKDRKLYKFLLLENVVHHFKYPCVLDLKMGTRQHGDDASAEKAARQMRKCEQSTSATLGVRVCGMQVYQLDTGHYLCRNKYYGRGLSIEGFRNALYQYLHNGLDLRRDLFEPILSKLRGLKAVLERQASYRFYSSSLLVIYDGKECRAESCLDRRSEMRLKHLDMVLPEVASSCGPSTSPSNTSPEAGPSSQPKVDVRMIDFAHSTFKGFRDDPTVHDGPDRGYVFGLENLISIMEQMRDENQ
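ADP-Glo luminescence measures ADP made by human IP6K1 during a 2 h RT reaction with ATP/IP6 (mix at 1.3 mM/130 uM); top library doses 57.5 and 19.1 uM final.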
3T3 cytotox = NIH 3T3 cell cytotoxicity. NIH 3T3 viability, CellTiter-Glo ATP luminescence, 48-72 h. AID 1345082. hit rate 4.3% among 94,000. Potency, µM (doses to about 96.7 µM), for the others: at the highest dose activity change, negative = cytotoxicity, usual class: inhibitors; also: potency is read from the fitted curve at half-maximal effect; nearly all actives have a fitted effect of over 55% in size
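Luminescent ATP readout (CellTiter-Glo, 10 min RT) after 48 or 72 hr compound exposure of NIH 3T3 cells seeded at 400 cells/well in 1536-well format; quantitative HTS.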
SNCA viab count = counter-screen for SNCA expression inhibitors: cell viability; HEK-293-SNCA-luc viability, GF-AFC fluorescence, 24 h; Potency, µM (doses to about 57.1 µM), for inactives: at the top dose activity change, negative = cytotoxicity, actives largely listed as cytotoxic; hit rate 0.12% among 150,000; AID 1671193;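 also: potency is read from the fitted curve at half-maximal effect; 0% = DMSO-treated cells and -100% = medium-only wells without cells; nearly all actives have a fitted effect of over 30% in size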
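HEK-293-SNCA-luc cells (1500/well) plated 24 h, then exposed 24 h to a dilution series; GF-AFC added 30 min at 37C, fluorescence 405/540 nm; normalised to medium-only and DMSO wells, Hill fit.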
* marks the source's active call; other numbers are inactive results; i = inactive; ? = inconclusive; . = not tested or not shown; [ ] = remark or other dose. Unless noted, calls follow the shape of the dose curve; as a rule, active = well fitted curve in the direction sought with a large enough effect; inconclusive = small, poorly fitted or top-dose-only effect, or another doubt; inactive = no such curve, though single readings can be large; an effect the other way counts as inactive or inconclusive. Unless noted, % is scaled to controls: 0 for no effect and ±100 for the full control effect. Compounds as they come; overall some 7.8% were active at least once.

SMILES	HEK293 tox	FLuc inh	GPT2 inhibitor	SNCA expr inh	IP6K1 inh	3T3 cytotox	SNCA viab count
O=C1Nc2ccccc2CNC12CCN(CC1CCCC1)CC2	-17%	.	?	-11%	28	-14%	-1%
CCn1c(=O)c2cc(C(=O)Nc3cc(F)ccc3F)sc2c2ccccc21	.	.	.	-15%	17	.	-2%
O=C(NC(=O)c1ccccc1)Nc1ccc(-n2nc(C(F)(F)F)cc2C(F)(F)F)cc1	.	.	.	135%[activator]	-12	.	2%
CNC(=O)c1cc2cc(-c3c(C)noc3C)nc(-c3cnn(C)c3)c2o1	?	-7%[172 µM]	-7%[88.5 µM]	115%[activator][87.6 µM]	22	?	-17%[87.6 µM]
O=C(NCC1CC1)C1(CCO)CCN(c2ncccn2)C1 (centres undefined)	i	.	-3%	-11%	2	-2%	-2%
O=c1ncn(CC2CC2)c2ccc(-c3ccc(F)cc3F)nc12	-42%[172 µM]	-14%[172 µM]	-9%[88.5 µM]	88%[activator][87.6 µM]	-10	100µM*	1%[87.6 µM]
N#Cc1ccc(C(=O)Nc2ccc3n(c2=O)C[C@H]2C[C@@H]3CN(C(=O)NC3CCCCC3)C2)cc1	3%	-14%	-55%	-28%	-3	?	?
Cc1ccc(NC(=O)Cn2c(-c3nonc3N)nc3ccccc32)cc1C	.	.	.	-10%	-13	.	-4%
Cc1ccc(-c2cc(NC(=O)COc3c(C)cc(C)cc3C)on2)cc1	.	.	.	26%	16	.	5%
CCN(C(=O)CN1C(=O)NC2(CCC(C)CC2)C1=O)c1cccc(C)c1 (centres undefined)	-26%	8%	4%	14%	42	-25%	9%
O=C1CCCCC(Cc2ccccc2)(C(=O)NCc2cccc(F)c2)N1 (centres undefined)	-4%	0%	-3%	43%[activator]	15	-21%	-1%
CCOCC(=O)N1CCC2(CCC(=O)N(CC3CC3)CC2)CC1	9%	-5%	-12%	-8%	19	1%	1%

The final four entries of the section before open the next one.
SMILES	HEK293 tox	FLuc inh	GPT2 inhibitor	SNCA expr inh	IP6K1 inh	3T3 cytotox	SNCA viab count
Cc1ccc(-c2cc(NC(=O)COc3c(C)cc(C)cc3C)on2)cc1	.	.	.	26%	16	.	5%
CCN(C(=O)CN1C(=O)NC2(CCC(C)CC2)C1=O)c1cccc(C)c1 (centres undefined)	-26%	8%	4%	14%	42	-25%	9%
O=C1CCCCC(Cc2ccccc2)(C(=O)NCc2cccc(F)c2)N1 (centres undefined)	-4%	0%	-3%	43%[activator]	15	-21%	-1%
CCOCC(=O)N1CCC2(CCC(=O)N(CC3CC3)CC2)CC1	9%	-5%	-12%	-8%	19	1%	1%
CC(=O)OC1C(OC(=O)c2ccccc2)C2C(C)(C)CCC(OC(C)=O)C2(C)C23CCC(C)(C2)C(=O)CC13 (centres undefined)	.	.	?	.	-5	.	-25%[23.9 µM]
O=C1NCCCCCCN(Cc2ccncc2)[C@@H]2CN(C(=O)c3ccco3)CC[C@@H]12	-4%	-2%	-1%	-5%	8	-9%	2%
Cc1ccc(-c2cn3cc(C(=O)NCc4cccs4)nc3s2)cc1	?	.	-13%[88.5 µM]	125%[activator][87.6 µM]	25	?	6%[87.6 µM]
COc1cccc(Cc2nc3ccccc3nc2SCC(=O)NCCc2ccccc2)c1	.	.	.	?	9	.	-25%
CC(C)N(Cc1cn(Cc2ccccc2)nc1-c1cc2ccccc2o1)CC1CCC(=O)N1 (centres undefined)	2%	-10%	?	30%	4	-6%	2%
CCCCNC(=O)c1cccc2c1CCN2C(=O)Nc1ccc(C)cc1	?	?	?	?	5	?	-12%
CN(Cc1cccc(N2CCN(C(=O)c3c(Cl)cccc3Cl)CC2)c1)[S+](C)(=O)[O-]	?	.	.	.	4	?	.
Cc1ccc(NC(=O)N2CCN(c3nnnn3-c3cccc(C(F)(F)F)c3)CC2)cc1F	?	.	1%	11%	14	?	-1%
O=C(CCCn1c(=O)c2cccn2c2cccnc21)NCc1ccc(F)cc1	.	.	.	?	33	.	-18%
COc1ccc(Nc2cc3c(cn2)CN(Cc2ccncc2)CCN3)cn1	?	2%[172 µM]	5%[88.5 µM]	-23%[87.6 µM]	-9	-23%[138 µM]	-11%[87.6 µM]
COc1ccc(-c2onc(C)c2C(=O)NC2CCCc3ccccc32)cc1 (centres undefined)	?	28µM*	i	14%	-8	?	-5%
CCN(Cc1ccccc1)C(=O)Cn1c(=O)n(-c2cccc(C)c2)c(=O)c2c1c1cc(OC)ccc1n2C	.	.	.	-9%	-15	.	?

3 structures from above, arranged by formula weight, high to low.
SMILES	HEK293 tox	FLuc inh	GPT2 inhibitor	SNCA expr inh	IP6K1 inh	3T3 cytotox	SNCA viab count
CC(=O)OC1C(OC(=O)c2ccccc2)C2C(C)(C)CCC(OC(C)=O)C2(C)C23CCC(C)(C2)C(=O)CC13 (centres undefined)	.	.	?	.	-5	.	-25%[23.9 µM]
CC(C)N(Cc1cn(Cc2ccccc2)nc1-c1cc2ccccc2o1)CC1CCC(=O)N1 (centres undefined)	2%	-10%	?	30%	4	-6%	2%
Cc1ccc(-c2cn3cc(C(=O)NCc4cccs4)nc3s2)cc1	?	.	-13%[88.5 µM]	125%[activator][87.6 µM]	25	?	6%[87.6 µM]

Other structures follow.
SMILES	HEK293 tox	FLuc inh	GPT2 inhibitor	SNCA expr inh	IP6K1 inh	3T3 cytotox	SNCA viab count
Cc1ccccc1NC(=O)CCNC(=O)Cn1ccc2ccccc2c1=O	.	.	.	7%	16	.	-14%
CC(C)NC(=O)C[C@@H]1C[C@H]2O[C@H](CNC3CCC(F)(F)CC3)[C@@H](O)[C@H]2O1	3%[172 µM]	-2%[172 µM]	-6%[88.5 µM]	-9%[87.6 µM]	-8	3%[174 µM]	-6%[87.6 µM]
CCN(CC)C(=O)c1sc2c(c1C)c(=O)n(Cc1ccccc1)c(=O)n2Cc1ccccc1C	.	.	.	?	-11	.	-19%
CC[C@]1(O)C[C@@H]2CN(CCc3c([nH]c4ccccc34)[C@@](C(=O)OC)(c3cc4c(cc3OC)N(C=O)[C@@H]3C45CCN4CC=C[C@](CC)([C@H]45)[C@@H](OC(C)=O)[C@]3(O)C(=O)OC)C2)C1 (some centres undefined)	.	.	?	-9%	.	.	-13%
Cc1ccc(C(=O)N2C[C@H](c3nc(-c4cccnc4)no3)[C@@H](C)C2)c(C)c1	?	7%	i	27%	-2	-25%	-20%
COCc1cc(C[C@@H]2CC[C@H](O)[C@@H](CN(C(=O)Nc3ccc(OC)cc3)C(=O)Nc3ccc(OC)cc3)O2)no1	i	1%	1%	8%	4	i	-3%
CC(C)Nc1nc2c(-c3cccc(Br)c3)nnn2c2ccccc12	.	.	.	87%[activator]	-11	.	8%
CC(=O)OC1C(O)C2C(C)C3=CC(=O)OC3(O)CC2C2(C)CCCC(C)(CO)C12 (centres undefined)	.	.	i	.	-2	.	5%[23.9 µM]
O=Cc1ccccc1C=O	.	.	-29%	-21%[25.6 µM]	15	.	5%[23.9 µM]
COc1ccc(NC(=O)N2CCC3(CC2)CC(N(C(C)=O)C2CC2)CCO3)cc1 (centres undefined)	2%	-1%	i	-6%	-7	-24%	1%
CCN(CC)C(CNc1nc(CCN)nc2ccccc12)c1ccco1 (centres undefined)	?	-2%	-7%	-7%	-5	?	-14%
CC(C)(C)CC(=O)N1CCC2(CC1)C(=O)N(CC(=O)Nc1ccc(F)cc1)CN2c1ccccc1	?	-5%	-1%	-7%	18	?	0%
CC(C)C(Oc1ccccc1)C(=O)N1CCc2c(ncnc2N(C)C)C1 (centres undefined)	-16%	?	-2%	-1%	10	-12%	-8%
CCN1c2cc(C(=O)Nc3cccc(C(F)(F)F)c3)ccc2C(=O)N2CCCCC21 (centres undefined)	28µM*	-13%	-9%	?	2	?	10%[12.5 µM]
CC(C)CN(CC1CN(C(=O)COc2ccccc2)CCO1)C(=O)c1ccc(F)cc1 (centres undefined)	?	-6%	i	-11%	-8	-23%	3%
CN(Cc1ccccc1)C(=O)C[C@@H]1O[C@H](CNCc2ccc(F)cc2)[C@@H](O)[C@H]1O	-18%[172 µM]	1%[172 µM]	2%[88.5 µM]	1%[87.6 µM]	-4	-13%[174 µM]	-9%[87.6 µM]
COCC1(C(=O)N2CCN(c3nccc(N)n3)CC(O)C2)CC1 (centres undefined)	i	-10%	4%	-27%	12	-9%	3%
Cc1ccccc1CN1CCC(CN(Cc2cccnc2)C(=O)Cc2ccccc2)CC1	?	0%	4%	-19%	-6	?	-7%
COCCn1ncc(N2CCCC(CC(=O)Nc3cc(OC)cc(OC)c3)C2)cc1=O (centres undefined)	5%	-6%	-5%	-17%	7	?	-4%
C=C1CC[C@]2(C(=O)O[C@@H]3O[C@H](CO)[C@@H](O)[C@H](O)[C@H]3O)CC[C@]3(C)C(=CCC4[C@@]5(C)C[C@H](O)[C@@H](O[C@@H]6O[C@H](C(=O)O)[C@@H](O)[C@H](O)[C@H]6O)[C@](C)(C=O)C5CC[C@]43C)C2C1 (some centres undefined)	.	.	i	.	2	.	-6%[12.5 µM]
O=C(c1cccs1)N1CCC2(CC1)CC(N(Cc1ccc(F)cc1)C1CC1)CCO2 (centres undefined)	?	18%	i	?	6	?	1%
O=C(c1ccncc1)N1CCC(N2C(=O)C(OCC3CC3)C23CCCCC3)CC1 (centres undefined)	-18%	0%	-6%	-26%	-6	-18%	7%
COc1ccccc1NC(=O)Cn1c(N2CCc3ccccc3C2)nc(C)cc1=O	?	-4%	i	21%	27	?	8%
O=C(NCc1cccc(Cl)c1)C1CCCN(c2ncnc3onc(-c4ccc(F)cc4)c23)C1 (centres undefined)	.	.	.	27%	-13	.	11%
Cc1cn2nnc(C(=O)Nc3ccc(C)c(C)c3)c2c(=O)[nH]1	9%	-14%	i	209%[activator]	-18	-8%	-1%
CC(C)c1noc(-c2cccn3c(CNC(=O)Cc4cccc(F)c4)nnc23)n1	3%	5%	i	-17%	6	-11%	-5%
CN(Cc1ccccc1)C(=O)C[C@@H]1O[C@H](CNC(=O)c2ccccc2)[C@@H](O)[C@H]1O	-5%[172 µM]	-3%[172 µM]	-4%[88.5 µM]	-13%[87.6 µM]	-13	-11%[174 µM]	1%[87.6 µM]
CN1C(=O)C2(Cc3ccccc31)CN(C(=O)c1ccc(Cl)cc1)C2	?	.	i	3%	-1	-15%	-16%
COc1ccc(NC(=O)CCc2nc3cccnc3n2-c2ccccc2)c(OC)c1	.	.	.	-9%	-6	.	-11%
COc1cccc(-c2cn3c(n2)N(C(=O)C2CCCC2)CCC3)c1	?	?	-4%	180%[activator]	6	1%	5%
CC(=O)N1CCC2(CC1)CN(C(=O)c1ccc(N)nc1)Cc1ccccc1O2	i	.	-1%	23%	-3	i	4%
O=C(NC1C[C@H]2CC[C@@H](C1)N2C(=O)Cc1ccsc1)c1ccncc1 (some centres undefined)	-7%	-10%	3%	-25%	13	-8%	8%
Cc1nn(CC(=O)N2CCN(c3ccccc3F)CC2)c(=O)c2cccn12	.	.	.	-2%	-3	.	12%
